Source: PubChem
IL-1B inflam inh – inflammasome signaling inhibition, IL-1 beta readout. 4.7% of 360,000 active. THP-1 LPS/ATP IL-1B secretion, AlphaLISA, 16 h; stronger effect = lower value. AID 743279. activity change, % at 57.5 µM; in the data active = activity change below about -50%; inconclusive = mostly about -30% to -49%; note: % is set by controls: 0 for no effect and ±100 for the full control effect
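THP-1 cells pretreated 1 hr with compounds (up to 57.5 uM final), then stimulated with LPS (250 ng/mL final) plus ATP (1.25 mM final); secreted IL-1B measured by AlphaLISA after 16 hr, decreased signal indicating inhibition.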
KB-3-1 cytotox – KB-3-1 parental cell cytotoxicity | Potency, µM (doses to about 46.1 µM), for inactives: top-dose activity change, negative = cytotoxic, usual class: cytotoxic | 1.4% of 400,000 active | AID 1347075 | KB-3-1 viability, CellTiter-Glo ATP luminescence, 72 h; note: potency is the fitted concentration of half-maximal effect; % is set by controls: 0 for no effect and ±100 for the full control effect; nearly all actives have a fitted effect of over 60% in size
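KB-3-1 parental drug-naive adenocarcinoma cells in DMEM/10% FBS, incubated 72 h at 37 C with pin-transferred compounds across a concentration series. Viability by CellTiter-Glo luminescence; concentration-response curves fitted after normalization.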
HT1080 IDH1KD tx – kills HT-1080 cells with IDH1 knockdown; HT-1080 IDH1 knockdown viability, ATP luminescence, 48 h; Potency, µM (doses to about 46.1 µM), inactives show at the highest dose activity, negative = toxicity, actives largely listed as cytotoxic; 2% of 360,000 active; AID 686971;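 note: potency is the fitted concentration of half-maximal effect; 0% = DMSO wells and -100% = cell-free medium wells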
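HT-1080-IDH1KD cells (IDH1 knocked down), 750/well in RPMI with 5% FBS, treated with compound 48 h at 37 degrees C. Viability by CellTiter-Glo luminescence, normalised to DMSO and no-cell wells; concentration-response curves classed.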
HT1080NT lethal – kills 2HG-producing HT-1080-NT fibrosarcoma cells. AID 686970. 1.6% of 360,000 active. HT-1080-NT fibrosarcoma viability, CellTiter-Glo ATP luminescence, 48 h. Potency, µM (series often up to 46.1 µM), for the others: at the top dose activity, negative = less viability, actives largely listed as cytotoxic;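 note: NT is the 2HG producing partner of a matched IDH1 knockdown line; potency is the fitted concentration of half-maximal effect; 0% = DMSO-treated cells and -100% = media-only wells without cells; nearly all actives have a fitted effect of over 55% in size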
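HT-1080-NT; 750 cells/well; 5% FBS RPMI; 48 h compound, 37 degrees C; CellTiter-Glo luminescence; curve fitting and curve-class assignment.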
SW480 rereplic – DNA re-replication induction in SW480 cells; SW480 DNA re-replication, Hoechst DNA content imaging, 48 h; Potency, µM (highest dose often 46.1 µM), without a hit: top-dose re-replication activation, actives largely listed as activators; 1.8% of 340,000 active; note: potency is the fitted concentration of half-maximal effect; % of control where 0% means no effect; nearly all actives have a fitted effect of over 55% in size
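Treated cells incubate 48 hr (37 C, 5% CO2), are stained 40 min with Hoechst, and nuclear fluorescence is enumerated; a rise in nuclei with high DNA signal marks re-replication.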
KB-V1 MDR tox – kills drug-selected multidrug resistant KB-V1 cells; KB-V1 MDR cells viability, CellTiter-Glo, 72 h; 3.4% of 400,000 active; Potency, µM (top dose mostly 46.1 µM), inactives show top-dose activity change, negative = cytotoxicity, actives largely listed as cytotoxic; AID 1347076; note: potency is the fitted concentration of half-maximal effect; % is set by controls: 0 for no effect and ±100 for the full control effect; nearly all actives have a fitted effect of over 60% in size
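KB-V1 MDR subline cells in DMEM (phenol-red free, 10% FBS) exposed to compounds in qHTS concentration series for 72 h at 37 degrees C. Viability read by CellTiter-Glo luminescence; concentration-effect curves fitted after normalization and correction.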
D3 antag – antagonists of human D3 dopamine receptor. P35462. AID 652054. D3R cells, DiscoveRx beta-arrestin luminescence, antagonist mode; stronger effect = lower value. max response, negative = inhibition, %. 2.5% of 360,000 active; in the data active = max response below about -50%; inconclusive = no clear call, values can overlap the other calls; note: % is set by controls: 0 for no effect and ±100 for the full control effect; mostly tested at two doses, the higher about 12 µM
Target sequence (P35462 whole entry, looked up): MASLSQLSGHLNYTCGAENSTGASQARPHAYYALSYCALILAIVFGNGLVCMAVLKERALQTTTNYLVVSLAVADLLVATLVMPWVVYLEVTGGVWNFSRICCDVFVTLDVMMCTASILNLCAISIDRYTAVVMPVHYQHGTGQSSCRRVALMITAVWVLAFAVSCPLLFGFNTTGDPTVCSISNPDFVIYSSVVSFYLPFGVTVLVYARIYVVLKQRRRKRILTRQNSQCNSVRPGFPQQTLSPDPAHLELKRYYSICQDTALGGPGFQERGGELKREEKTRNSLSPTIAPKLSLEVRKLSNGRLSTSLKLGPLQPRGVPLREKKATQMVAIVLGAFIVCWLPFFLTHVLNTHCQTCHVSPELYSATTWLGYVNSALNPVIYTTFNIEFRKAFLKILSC
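Cells expressing the human receptor were seeded at 1500 cells/well, incubated overnight at 37 degrees C in 5% CO2, then exposed to library compounds with dopamine controls for 90 minutes at 37 degrees C before luminescent detection.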
GLP1R ag – agonists of human GLP-1 receptor | HEK293 GLP-1R CRE-luciferase, luminescence, 4-6 h; cells express a hypersensitive GLP-1R form | 0.007% of 380,000 active | Potency, µM (highest dose often 45.6 µM), for the others: at the top dose activation, most hits filed as activators; note: potency is the fitted concentration of half-maximal effect; % of control where 0% means no effect
Target sequence (P43220 whole entry, looked up): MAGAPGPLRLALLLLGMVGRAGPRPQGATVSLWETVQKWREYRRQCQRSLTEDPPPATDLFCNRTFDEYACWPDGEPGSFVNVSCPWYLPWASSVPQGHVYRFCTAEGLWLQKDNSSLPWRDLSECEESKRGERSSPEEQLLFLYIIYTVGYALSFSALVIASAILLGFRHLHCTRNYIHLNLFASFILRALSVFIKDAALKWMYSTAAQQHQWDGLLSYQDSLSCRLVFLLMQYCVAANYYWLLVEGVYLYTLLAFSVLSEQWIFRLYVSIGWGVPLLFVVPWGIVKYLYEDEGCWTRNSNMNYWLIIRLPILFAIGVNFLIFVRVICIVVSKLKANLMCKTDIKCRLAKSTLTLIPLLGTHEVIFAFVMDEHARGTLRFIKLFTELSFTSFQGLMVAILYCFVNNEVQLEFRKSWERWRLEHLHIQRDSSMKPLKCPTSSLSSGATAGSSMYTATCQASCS
DRD3 agonist – D3 dopamine receptor (human) agonism | P35462 | D3R DiscoveRx beta-arrestin cells, luminescence, 90 min | max activation, % | 0.58% of 410,000 active | AID 652048; in the data active = max activation above about 30%; note: 0% is about no effect; mostly tested at two doses, the higher about 12 µM
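Agonist mode: compounds and dopamine controls were applied to plated cells for 90 min at 37 degrees C after an overnight attachment at 1500 cells/well. Luminescent read-out followed 30 - 60 minutes at room temperature with DiscoveRx detection reagent.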
* = called active by the depositor; ? = inconclusive; . = not tested or not shown; & = joins results of further samples; [ ] = another dose, or the depositor's remark. Unless noted, calls come from the whole dose curve; as a rule, active = well fitted curve in the direction sought with a large enough effect; inconclusive = small, poorly fitted or top-dose-only effect, or another doubt; inactive = no such curve, though single readings can be large; an effect the other way counts as inactive or inconclusive.

SMILES	IL-1B inflam inh	KB-3-1 cytotox	HT1080 IDH1KD tx	HT1080NT lethal	SW480 rereplic	KB-V1 MDR tox	D3 antag	GLP1R ag	DRD3 agonist
Cc1sc(NC(=O)CSc2nnc(C(C)C)n2C)c(C#N)c1C	0	0%	-6%	-4%	0%	2%	-10	5%	-3
COC(=O)[C@@H](NC(=O)NC1CCCCC1C)C(C)C (stereo partly drawn)	5	1%	-12%	0%	0%	0%	5	1%	9
COc1c2c(c(C)c3c1C(=O)OC3)O[C@@]1(C)CC[C@@]3(O)C(C)(C)OC(=O)CC[C@]3(C)[C@H]1C2	7	1%	-3%	-1%	2%	4%	19	-2%	3
COC(=O)/C(C#N)=C/c1c(Oc2cccc(C)c2)nc2ccccn2c1=O	-7	28%	8%	17%	3%	12%	5	6%	-2
COc1ccc2[nH]c(=O)c(CNc3ccccc3OC)cc2c1	-12	2%	-10%	-20%	3%	?	5	21%	3
Cc1cc(C(=O)N/N=C2\CCCC(=O)C2)c(C)o1	19	-2%	7%	4%	-39%	-14%	-8	5%	13
COC(=O)c1ccccc1NC(=O)CN1C(=O)c2ccccc2S1(=O)=O	3	-10%	-2%	9%	0%	17%	11	-4%	8
CCC(NC(=O)N(Cc1ccccc1)Cc1ccc2c(c1)OCO2)(C(F)(F)F)C(F)(F)F	-11	?	-3%	-9%	-4%	?	?	8%	-6
Cc1ccc(-c2csc3ncnc(N4CCN(C)CC4)c23)cc1C	-15	0%	-5%	-5%	12%	-1%	?	-2%	-9
CN1CCN(c2ccc(CNC(=O)C3(C)Cc4c(-c5ccc6c(c5)OCO6)ccnc4O3)cc2)CC1 (stereo not drawn)	?	0%	-13%	?	.	2%	?	22%	-12
O=C(CSc1nnc(-c2ccco2)n1-c1ccccc1)N1CCN(C(=O)c2ccco2)CC1	?	6%	-23%	-2%	-16%	-4%	-17	3%	-2
COc1cc(NC(=O)c2ccc([N+](=O)[O-])cc2)c(OC)cc1NC(=O)CC(C)C	-7	24%	7%	7%	-8%	9%	17	-1%	10
COc1cc2[nH]c(=S)nc(NCc3cccc(Cl)c3)c2cc1OC	-25	0%	0%	?	5%	-19%	-18	-8%	-6
Cc1csc(NC(=O)CCn2c(=O)oc3ccc(Cl)cc32)n1	-7	36%	-23%	-8%	?	11%	-11	6%	-3
O=C(CSc1nc2ccccc2s1)CSc1nc2ccccc2s1	30	-2%	5%[9.24 µM]	?	-4%	16%	-12	4%	8
CCOc1ccc(-c2nc(-c3cccs3)c(CC(=O)O)s2)cc1OC	22	1%	4%	-5%	-16%	-3%	9	9%	7
O=C(/C=C/C=C/c1ccccc1)c1ccco1	?	5%	-29%	-27%	?	-3%	?	16%	-2
CCOc1ccc(NC(=S)N2CCN(C/C=C/c3ccccc3)CC2)cc1	?	-16%	-10%	-24%	-5%	-25%	11	4%	-3
C[C@@]12C(=O)N(CC3CC3)CC(=O)N1[C@H](/C=C/c1ccccc1)[C@@H]1C(=O)N(c3ccccc3)C(=O)[C@@H]12	4	0%	4%	13%	?	2%	2	-1%	-2
COCCCN1CC(=O)N2C(c3ccc(C)cc3)c3[nH]c4ccccc4c3C[C@H]2C1=O (stereo partly drawn)	6	-8%	-15%	-14%	0%	-11%	-29	3%	5

Whole records from above. Screens in order: IL-1B inflam inh | KB-3-1 cytotox | HT1080 IDH1KD tx | HT1080NT lethal | SW480 rereplic | KB-V1 MDR tox | D3 antag | GLP1R ag | DRD3 agonist
Results for Cc1csc(NC(=O)CCn2c(=O)oc3ccc(Cl)cc32)n1 = -7 | 36% | -23% | -8% | ? | 11% | -11 | 6% | -3
Results for COc1c2c(c(C)c3c1C(=O)OC3)O[C@@]1(C)CC[C@@]3(O)C(C)(C)OC(=O)CC[C@]3(C)[C@H]1C2 = 7 | 1% | -3% | -1% | 2% | 4% | 19 | -2% | 3

Taken from above.
COc1cc(NC(=O)c2ccc([N+](=O)[O-])cc2)c(OC)cc1NC(=O)CC(C)C in HT1080NT lethal shows 7%
CN1CCN(c2ccc(CNC(=O)C3(C)Cc4c(-c5ccc6c(c5)OCO6)ccnc4O3)cc2)CC1 (stereo not drawn) in KB-V1 MDR tox shows 2%
COc1ccc2[nH]c(=O)c(CNc3ccccc3OC)cc2c1 in HT1080 IDH1KD tx shows -10%

Carrying on.
SMILES	IL-1B inflam inh	KB-3-1 cytotox	HT1080 IDH1KD tx	HT1080NT lethal	SW480 rereplic	KB-V1 MDR tox	D3 antag	GLP1R ag	DRD3 agonist
S=c1[nH]ncn1/N=C/c1ccccc1	19	4%	0%[9.24 µM]	0%	-6%	0%	-1	5%	-5
Cc1cc(NC(=O)CSc2ccc3nnc(-c4ccc(Cl)cc4)n3n2)no1	23	-1%	-14%	-17%	0%	?	7	13%	-7
CCC(=O)N1CCc2cc(Br)cc(S(=O)(=O)CCC(=O)NCCc3ccccc3)c21	-13	0%&4%	?	?	-6%	?	23	-1%	3&1
CCOC(=O)N1CCN(CC(=O)Nc2nnc(C(F)(F)F)s2)CC1	31	4%	10%	11%	-3%	12%	-8	-6%	-11
Cc1ccc(S(=O)(=O)N2CCCCC2)cc1NC(=O)CSc1ncccn1	0	-14%	-10%	-6%	?	0%	0	-1%	0
O=C1COc2ccc(C(=O)COC(=O)Cc3ccc(F)cc3)cc2N1	-15	3%	2%	-2%	-223%[inhibitor]	-4%	-7	11%	-5
Cc1ccc(NC(=O)Nc2cnccn2)c(C)c1	-8	-7%	18%	0%	-2%	?	-29	-4%	1
COc1ccc(-n2nc(C(=O)NCC(=O)N3CC(C)CC(C)C3)c3ccccc3c2=O)c(OC)c1 (stereo not drawn)	16	13%	8%	11%	3%	-12%	12	8%	2
CC1CCc2sc(C(=O)OCC(=O)NCc3ccc(F)cc3)cc2C1 (stereo not drawn)	7	?	21µM*	?	?	?	11	9%	-3
Cc1ccc(C2=NN(CC(=O)NCc3ccco3)C(=O)CC2)cc1	-4	-2%	23%	18%	2%	?	-10	5%	-1
CN(C)c1ccc(/C=C(/NC(=O)c2ccccc2)C(=O)N/N=C/c2ccc([N+](=O)[O-])c(O)c2)cc1	-19	9%	-4%	?	2%	12%	-22	-3%	4
CC1(C)CC(=O)C(C=NCCCN2CCCC2=O)=C(O)C1	0	2%	9%	-2%	?	12%	3	2%	8
CC(C)(C)c1ccc(-c2nc(NCc3cccnc3)c3ccccc3n2)cc1	-65*	-8%	-17%	2%	9%	?	13	2%	-19
O=C(c1ccccc1)c1ccc(-n2ccnc2)c([N+](=O)[O-])c1	20	-19%	2%	7%	-4%	18µM*	-12	9%	4
CN(C)c1cccc(C(=O)OC(C(=O)Nc2ccc([N+](=O)[O-])cc2Br)c2ccccc2)c1 (stereo not drawn)	-8	2%	-6%	-2%	9%	?	-20	0%	-12
O=S(=O)(NCC1CCCO1)c1cc(Cl)ccc1Cl (stereo not drawn)	-12	10%	2%	8%	1%	-20%	7	-1%	-7
CCCCCn1c(N2CCC(Cc3ccccc3)CC2)nc2c1c(=O)[nH]c(=O)n2C	-87*	?	?	21µM*	0%	?	0	-3%	15
CC(C)(C)NC(=O)NC(=O)COc1ccccn1	11	-5%	1%	1%	-11%	?	-1	-1%	0
O=C(NCCCn1ccnc1)/C(=C/c1ccco1)NC(=O)c1ccco1	23	?	12%	?	-8%	?	-14	5%	0
Cc1ccc(NS(=O)(=O)c2ccc(-c3coc(C)n3)cc2)c(C)c1	0	-1%	-11%	-16%	-2%	-11%	9	0%	3
N/C(=N\OC(=O)Cc1ccccc1)c1cccnc1	-26	-11%	3%	15%	1%	?	0	18%	-6
COc1ccc([N+](=O)[O-])cc1NC(=O)CCc1ccccc1	0	1%	22%	5%	-5%	-18%	5	1%	-4
CCOC(=O)C(CC)(CC)C(=O)/C=C/c1ccc(OC)cc1	1	-18%	-4%	-10%	?	-13%	-20	-7%	-4
COc1ccc(C2C(C#N)=C(C)NC3=C2C(=O)c2ccccc23)cc1 (stereo not drawn)	-17	-2%	10%	1%	0%	-1%	-22	6%	-13
O=S(=O)(c1cc(Cl)sc1Cl)N1CCCC1	0	5%	5%	2%	1%	1%	0	8%	4
COc1ccc(C(=O)NCc2oc(-c3ccccc3)cc2C(=O)O)cc1	32	3%	11%	0%	-4%[9.22 µM]	1%	-24	-11%	2
CCc1ccc(/C=C2/SC(=S)N(CCC(=O)Nc3cccnc3)C2=O)cc1	28	-4%	12%	0%	-12%	-5%	11	-2%	5
CC(C)CNC(=O)c1ccc(NC(=O)c2cccs2)cc1	20	19%	12%	5%	-56%[inhibitor]	?	3	-1%	3
Cc1cc(NCc2ccccc2Cl)n2nnnc2n1	-14	-4%	-7%	-9%	-7%	-7%	-8	7%	-11
O=C(c1cc(-c2cccs2)nc2ccccc12)N1CCN(c2ccccc2)CC1	-12	?	?	-17%	?	?	26	11%	22
CC1CN(C(=O)COC(=O)c2ccc(N)c([N+](=O)[O-])c2)CC(C)O1 (stereo not drawn)	19	9%	24%	18%	-2%	-12%	3	5%	-18
COC(=O)c1ccc(CNC(=O)CSc2nnc(COc3ccccc3)n2C)o1	17	14%	8%	7%	-7%	3%	-3	-3%	2
O=C(Nc1ccc(Sc2ccc(Br)cc2)cc1)c1ccco1	-23	0%	-14%	-19%	-1%	-9%	17	1%	5
O=C(CSc1ccc(Cl)cc1)NN=C1CCCCCC1	7	23%	7%	3%	-24%	28%	-13	6%	10
Cc1c(NC(=O)c2c([N+](=O)[O-])cnn2C)c(=O)n(-c2ccccc2)n1C	3	4%	10%	10%	-18%	-2%	-6	11%	1
O=C(Cc1ccccc1)Nc1ccc(SC(F)F)cc1	-29	-15%	-17%	-7%	-3%	-15%	9	14%	-2
O=c1[nH][nH]c2nc(C(F)(F)F)cc(C(F)(F)F)c12	12	-3%	-1%	-1%	-12%	-2%	-26	-2%	-7
COc1ccccc1[C@]1(C)ON(c2ccccc2C(F)(F)F)C1=O	-100*	0%	?	?	9%	?	0	-12%	2
CCOc1ccc(C(=O)c2cn(CC(=O)Nc3ccc4c(c3)OCO4)c3ccc(OC)cc3c2=O)cc1	.	6%	.	.	.	0%	.	0%	1
